hIAP activ: human IAP activators, primary screen, biochemical, luminescence, uHTS | Intestinal-type alkaline phosphatase (Homo sapiens), P09923 | purified human IAP, CDP-Star luminescence, 30 min; hits give high values; 1 = vehicle-only enzyme, 0 = enzyme-free background | activation factor at 10 µM | 330,000 compounds, 0.16% hits | AID 2524, 2010;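 active = activation factor of the enzyme at least 2-fold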; also: the source names both 10 and 20 µM as test concentration; values of inactives mirror those of a sister screen read the other way
PfG6PD inh: PfG6PD enzyme inhibitors, primary screen, biochemical, fluorescence intensity, uHTS; PfGluPho enzyme, NADPH resazurin-diaphorase fluorescence; inhibition, % at 20 µM; glucose-6-phosphate dehydrogenase-6-phosphogluconolactonase (Plasmodium falciparum 3D7); AID 504690, 2011; 350,000 compounds, 0.78% hits;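 active = inhibition reaching at least a set limit at 20 µM in the primary screen, cut at about 59% in these data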;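 also: 0% = DMSO wells with substrate and 100% = DMSO wells lacking glucose-6-phosphate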
MPTP inh: mitochondrial permeability transition pore inhibitors, primary screen, biochemical, isolated mouse mitochondria, absorbance | 360,000 compounds, 1.4% hits | Ca2+ swelling absorbance, 30 min | inhibition, % at 10 µM;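 active = inhibition of 50% or more, scaled per plate between neutral and stimulator controls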;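 also: 0% = DMSO wells given calcium and 100% = 1 mM EGTA wells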
SENP1 FRET inh: human SENP1 catalytic domain inhibitors, primary screen, biochemical, FRET, uHTS | Sentrin-specific protease 1 (Homo sapiens), Q9P0U3 | 360,000 compounds, 0.21% hits | AID 624204, 2012 | inhibition, % at 10 µM | recombinant SENP1 catalytic domain, CyPet-SUMO1-YPet FRET cleavage;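 active = inhibition at least 30% at 10 µM, raw YFP signal under a set limit, fluorescence ratio 0.5 to 1.5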;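 also: 0% = enzyme with DMSO and 100% = no enzyme wells; some results filed as inactive read as strong as hits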
Target sequence (Q9P0U3 419-644 limits assumed): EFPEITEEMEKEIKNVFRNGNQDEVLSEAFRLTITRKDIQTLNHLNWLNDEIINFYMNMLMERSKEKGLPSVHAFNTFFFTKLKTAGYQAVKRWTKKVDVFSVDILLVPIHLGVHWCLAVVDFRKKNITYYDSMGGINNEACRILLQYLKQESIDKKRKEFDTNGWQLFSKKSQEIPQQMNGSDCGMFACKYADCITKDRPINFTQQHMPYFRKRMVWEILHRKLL
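Compound: 10 µM single point, 0.5% DMSO; Test system: hSENP1 catalytic domain, recombinant; Timing: 50 min reaction at room temperature; Technique: FRET, CFP and YFP emission; Control set: no-enzyme wells low, DMSO-plus-enzyme wells high control.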
SENP8 block: human SENP8 protease inhibitors, primary screen, biochemical, fluorescence, Nedd8 protein substrate, uHTS; AID 602440, 2012; Sentrin-specific protease 8 (Homo sapiens), Q96LD8; inhibition, % at 20 µM; 360,000 compounds, 0.64% hits; recombinant SENP8; in the data active = inhibition mostly above about 40%, no sharp cut-off; inactive = mostly below about 27%
Target sequence (Q96LD8 whole entry, looked up): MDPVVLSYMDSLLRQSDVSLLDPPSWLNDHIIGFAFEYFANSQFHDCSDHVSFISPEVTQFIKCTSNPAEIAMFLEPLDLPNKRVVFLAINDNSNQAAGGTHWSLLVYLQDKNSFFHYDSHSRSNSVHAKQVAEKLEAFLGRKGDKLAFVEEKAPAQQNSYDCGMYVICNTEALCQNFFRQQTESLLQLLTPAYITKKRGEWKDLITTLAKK
SENP6 block: SENP6 protease inhibitors, primary screen, biochemical, luminescence, uHTS; 330,000 compounds, 1.8% hits; Sentrin-specific protease 6 (Homo sapiens), Q9GZR1; inhibition, % at 10 µM; AID 2599, 2010; Recombinant SENP6 catalytic domain, aminoluciferin luminescence;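 active = inhibition above about 50% at the single tested dose, limit read from the data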;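 also: plate controls were DMSO wells with enzyme for no effect and DMSO wells lacking enzyme for full effect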
ATG4B inhibitor: ATG4B protease inhibitors, primary screen, biochemical, fluorescence, uHTS | ATG4B cleavage of LC3-PLA2, NBD-HPC fluorescence, 1 h | inhibition, % at 8.33 µM | Cysteine protease ATG4B (Homo sapiens), Q9Y4P1 | 340,000 compounds, 0.51% hits | AID 504462, 2011; in the data active = inhibition above about 40%
Target sequence (Q9Y4P1 whole entry, looked up): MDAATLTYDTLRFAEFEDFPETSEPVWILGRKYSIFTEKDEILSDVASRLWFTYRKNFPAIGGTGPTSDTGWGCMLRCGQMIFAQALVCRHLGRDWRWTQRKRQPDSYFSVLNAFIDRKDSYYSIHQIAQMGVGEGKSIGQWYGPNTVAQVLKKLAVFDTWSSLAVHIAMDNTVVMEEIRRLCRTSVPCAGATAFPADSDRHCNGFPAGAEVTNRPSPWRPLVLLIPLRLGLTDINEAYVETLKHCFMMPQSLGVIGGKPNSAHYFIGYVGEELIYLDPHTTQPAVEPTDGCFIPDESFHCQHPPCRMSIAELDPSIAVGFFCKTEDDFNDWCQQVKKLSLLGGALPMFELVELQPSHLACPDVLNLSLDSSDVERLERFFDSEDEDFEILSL
NR3A LBD binder: binders of NR3A ligand-binding domain, primary screen, biophysical, differential scanning fluorimetry, uHTS; AID 1259313, 2017; 340,000 compounds, 2.5% hits; NR3A LBD differential scanning fluorimetry, Tm shift; 0% = protein alone, 100% = glycine-bound protein; Glutamate receptor ionotropic, NMDA 3A (GRIN3A) ligand-binding domain; Tm shift relative to glycine control, % at 25 µM;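 active = melting temperature shift of at least 10% of the positive control shift, at one fixed dose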
* marks the source's active call; other numbers are inactive results; i = inactive; . = no result given.

Molecule	hIAP activ	PfG6PD inh	MPTP inh	SENP1 FRET inh	SENP8 block	SENP6 block	ATG4B inhibitor	NR3A LBD binder
Cc1ccc2nc3c(cc(C(=O)NCC4CCCO4)c(=N)n3CC3CCCO3)c(=O)n2c1 (stereo not drawn)	0.998	1.6	1.0	-25.8	-328.8	-26.9	0.8	0.1
CC(=O)NC(CC(=O)Nc1nccs1)c1ccccc1 (stereo not drawn)	1.07	-7.4	0.5	2.5	20.4	-6.2	-2.5	-0.7
CCc1ccc(/C=N/Nc2ncnc3nc[nH]c23)cc1	2.67*	-8.1	0.2	-0.7	8.1	17.0	-1.5	-3.4
COc1ccc(CCNC(=O)C2CCN(Cc3nc(-c4ccc(Cl)cc4)oc3C)CC2)cc1OC	.	2.5	4.6	-2.2	-6.1	.	3.4	0.8
Cc1cc(Cl)c2oc(C(=O)N(C)CCc3cnn(C)c3)c(C)c2c1	0.877	4.6	-2.2	0.8	13.2	5.0	-1.9	2.0
CN(Cc1cc([N+](=O)[O-])ccc1Cl)C(=O)C[n+]1ccccc1	1.03	10.3	1.5	2.4	21.7	-15.9	9.3	-0.2
CCCc1cc2c(=O)n(NC(=O)c3nn(C)cc3[N+](=O)[O-])c(C)nc2s1	0.951	0.9	-0.4	0.2	16.4	-20.8	33.8	-1.4
C[C@H](CO)N1C[C@H](C)[C@@H](CN(C)S(=O)(=O)c2ccccc2)Oc2c(NC(=O)Nc3ccc(C(F)(F)F)cc3)cccc2C1=O	0.902	36.9	-1.4	1.4	6.0	-0.4	-48.5	4.0
Cc1cccc(-n2nnnc2SCC(=O)NCCN2C(=O)CSC2=O)c1	0.937	3.8	1.2	0.3	13.6	-4.9	-7.3	0.1
CC(=O)N1CCC(=NNC(=O)c2cccs2)CC1	0.951	5.9	-0.8	-0.1	10.2	-16.6	6.0	-5.2
O=C(C1CCCN1S(=O)(=O)c1ccc(Cl)cc1)N1CCCCC1 (stereo not drawn)	1.21	-8.6	-0.2	0.9	-2.1	-4.1	-2.4	-1.1
Cc1ccc(C)c(OCCC(=O)OCC(=O)Nc2cc(S(=O)(=O)N3CCCCC3)ccc2C)c1	1.06	28.0	-0.8	1.2	11.2	-6.5	-4.2	-1.0
CN1CCc2c(sc3c2C(=O)NC(c2ccccn2)N3)C1 (stereo not drawn)	0.895	11.5	-1.7	-23.8	-278.2	5.2	-1.4	-1.3
Cn1c2ccccc2c2c(C(=O)NCc3ccco3)cn(C3CCCCC3)c(=O)c21	0.995	12.3	3.0	-54.1	i	-4.3	-0.6	-1.3
O=C(c1ccco1)n1nc(-c2ccccc2)nc1NCc1ccco1	0.934	-2.6	-0.3	0.7	1.5	-12.7	-10.7	3.6
Cn1nnnc1SCCNCc1ccccc1OCc1ccc(F)cc1	1.15	3.8	0.4	4.2	8.2	-22.1	-8.3	-16.9
O=C(NNc1ccc([N+](=O)[O-])cc1)c1ccco1	0.802	45.5	-3.1	1.4	26.3	-7.1	2.6	0.6
N#CCCn1c(-c2nonc2NC(=O)c2ccccc2Cl)nc2ccccc21	1.65	-22.0	1.2	-0.8	-283.5	5.2	-2.3	-5.5
COCCN(C(=O)CSCc1ccc(C)cc1)c1c(N)n(CC(C)C)c(=O)[nH]c1=O	0.89	7.8	-1.2	-10.5	-6.1	-8.9	-36.8	0.2
CN1CC(=O)N(CC(=O)N2CCC(Cc3ccccc3)CC2)C1=O	0.823	6.2	-0.3	1.1	8.1	24.1	-6.8	-18.4
CC(C)(C)NC(=O)NC(=O)CSc1ccc(S(=O)(=O)N2CCOCC2)cn1	1.06	45.1	7.1	1.2	-15.0	-15.7	5.7	0.9
CCN(CC)C(=O)c1ccccc1NC(=O)CN1C(=O)c2ccccc2S1(=O)=O	1.16	-2.5	-1.8	2.4	4.3	-24.7	-4.5	-0.9
Cc1cnc(C(=O)OCC(=O)c2c(N)n(CC(C)C)c(=O)n(C)c2=O)cn1	0.97	15.2	-0.9	-7.3	-10.6	-4.7	3.1	-1.7
CCOc1ccccc1NC(=O)Cn1nnc(C(=O)Nc2ccc(C)cc2)c1N	1.09	-15.7	0.4	2.2	8.5	-7.9	-3.0	-2.4
CCCCNC(=O)CSc1nc2ccc(Nc3nc(N4CCOCC4)nc(N4CCOCC4)n3)cc2s1	1.08	-10.8	3.2	-5.1	-1.1	-2.4	-0.4	0.2
C=CCNc1cc(C(F)(F)F)nc(-c2ccccn2)n1	0.975	-0.8	0.1	0.5	-7.2	-4.1	-2.2	0.8
O=C(Cc1csc(-c2ccc(Cl)cc2)n1)Nc1cccc(S(=O)(=O)NC2=NCCC2)c1	0.945	-10.5	-0.5	10.8	-18.6	-2.8	-7.1	-8.6
CO/N=C(/CS(=O)Cc1ccccc1Cl)c1ccc(Cl)cc1Cl (stereo not drawn)	0.895	9.0	0.3	0.8	2.7	-4.5	16.2	.
CCOC(=O)Cn1c(=O)oc2cc(S(=O)(=O)NCc3cccs3)ccc21	0.983	-12.0	-1.9	3.0	4.0	2.4	5.3	-0.2
Cc1c(Cl)cccc1NC(=O)COC(=O)CCc1nc2ccccc2n1-c1ccccc1	0.853	-6.1	1.7	0.6	12.8	20.8	50.2*	24.7*

No new results follow: 10 of the compounds above.
Molecule	hIAP activ	PfG6PD inh	MPTP inh	SENP1 FRET inh	SENP8 block	SENP6 block	ATG4B inhibitor	NR3A LBD binder
Cc1ccc2nc3c(cc(C(=O)NCC4CCCO4)c(=N)n3CC3CCCO3)c(=O)n2c1 (stereo not drawn)	0.998	1.6	1.0	-25.8	-328.8	-26.9	0.8	0.1
CC(=O)NC(CC(=O)Nc1nccs1)c1ccccc1 (stereo not drawn)	1.07	-7.4	0.5	2.5	20.4	-6.2	-2.5	-0.7
CCc1ccc(/C=N/Nc2ncnc3nc[nH]c23)cc1	2.67*	-8.1	0.2	-0.7	8.1	17.0	-1.5	-3.4
COc1ccc(CCNC(=O)C2CCN(Cc3nc(-c4ccc(Cl)cc4)oc3C)CC2)cc1OC	.	2.5	4.6	-2.2	-6.1	.	3.4	0.8
Cc1cc(Cl)c2oc(C(=O)N(C)CCc3cnn(C)c3)c(C)c2c1	0.877	4.6	-2.2	0.8	13.2	5.0	-1.9	2.0
CN(Cc1cc([N+](=O)[O-])ccc1Cl)C(=O)C[n+]1ccccc1	1.03	10.3	1.5	2.4	21.7	-15.9	9.3	-0.2
CCCc1cc2c(=O)n(NC(=O)c3nn(C)cc3[N+](=O)[O-])c(C)nc2s1	0.951	0.9	-0.4	0.2	16.4	-20.8	33.8	-1.4
C[C@H](CO)N1C[C@H](C)[C@@H](CN(C)S(=O)(=O)c2ccccc2)Oc2c(NC(=O)Nc3ccc(C(F)(F)F)cc3)cccc2C1=O	0.902	36.9	-1.4	1.4	6.0	-0.4	-48.5	4.0
Cc1cccc(-n2nnnc2SCC(=O)NCCN2C(=O)CSC2=O)c1	0.937	3.8	1.2	0.3	13.6	-4.9	-7.3	0.1
CC(=O)N1CCC(=NNC(=O)c2cccs2)CC1	0.951	5.9	-0.8	-0.1	10.2	-16.6	6.0	-5.2

The main list resumes, starting 2 compounds before the break.
Molecule	hIAP activ	PfG6PD inh	MPTP inh	SENP1 FRET inh	SENP8 block	SENP6 block	ATG4B inhibitor	NR3A LBD binder
CCOC(=O)Cn1c(=O)oc2cc(S(=O)(=O)NCc3cccs3)ccc21	0.983	-12.0	-1.9	3.0	4.0	2.4	5.3	-0.2
Cc1c(Cl)cccc1NC(=O)COC(=O)CCc1nc2ccccc2n1-c1ccccc1	0.853	-6.1	1.7	0.6	12.8	20.8	50.2*	24.7*
CC(=O)Nc1ccc(NC(=O)CSc2nc3nc(C)cc(C)c3c(=O)[nH]2)cc1	1.03	13.7	-0.3	-1.3	10.6	2.9	-1.6	1.2
CCn1c(-c2cc3c(C(F)(F)F)nn(C)c3s2)n[nH]c1=S	0.964	16.3	-0.3	-1.8	-273.1	4.6	-0.8	1.5
C=CCN1C(=O)C2C(C(=O)NC3CCCC3)C3(C)C=CC2(O3)C1C(=O)NC1CCCC1 (stereo not drawn)	0.906	-9.0	-0.9	-0.1	11.3	-5.4	-4.5	1.2
O=C(c1ccco1)N1CCN(Cc2cn[nH]c2-c2cccc3ccccc23)CC1	1.22	-20.1	1.0	0.3	16.8	-18.1	9.2	-0.8
O=C(Nc1ccc(O)cc1)c1ccc2c(c1)C(=O)N(Cc1ccccc1)C2=O	0.919	0.6	0.0	1.6	8.3	-10.4	-8.5	-1.7
Cc1ccc(N(C(=O)c2ccccc2Cl)C2=NC(C)CS2)c(C)c1 (stereo not drawn)	1.02	11.8	1.3	-0.5	12.3	-14.1	8.0	-0.3
COC(=O)c1ccccc1NC(=O)N1CCN(c2ccc(F)cc2)CC1	0.986	13.9	0.8	0.1	-16.5	-3.4	2.7	-0.4
O=C(Nc1ccccc1C(=O)O)c1cccc(S(=O)(=O)Nc2ccc(Br)cc2)c1	0.894	-7.3	0.2	1.0	-0.4	26.1	9.9	12.0*
CN(Cc1nccs1)C(=O)c1ccc(OC2CCN(CCc3ccccc3)CC2)cc1	1.03	2.2	0.3	-3.2	3.7	-4.9	1.3	0.1
Cc1csc(NC(=O)c2sc3nc(-c4cccs4)ccc3c2N)n1	0.971	9.1	.	.	.	-16.7	2.0	28.4*
CN(/N=C/c1cc(Br)cc(Br)c1O)c1cccc(C(F)(F)F)n1	1.01	-8.9	10.8	-62.8	-1.8	7.0	7.2	1.2
O=C1N(c2ccccc2)C2CS(=O)(=O)CC2N1c1ccc(Cl)c(Cl)c1 (stereo not drawn)	1.07	5.0	0.5	1.8	6.1	-0.5	-24.8	30.2*
O=C(O)CCCNC(=O)Cc1ccccc1	0.916	0.1	-0.2	1.4	16.9	-9.6	-1.5	2.3
Cc1ccc2c(c1)C(C)CC(C)(C)N2C(=O)NC1CCCCC1 (stereo not drawn)	1.13	2.6	-0.3	-1.8	7.2	1.1	1.5	-3.8
Cc1ccc(C(=O)N[C@H](C(=O)NC2CCCCC2)C(C)C)cc1	1.02	8.1	-0.2	-22.1	-6.9	12.8	-13.6	1.1
C=C[C@](C)(CC[C@@]1(C)C(C)CC(OC2OC(C)C(OC3OC(COC(C)=O)C(O)C(O)C3O)C(O)C2O)[C@@]2(C)C(C)=CCCC12)OC1OC(C)C(O[C@@H]2O[C@@H](C)C(O)C(O)[C@H]2O)C(O)C1O (stereo partly drawn)	1.13	-13.3	-0.7	1.4	14.0	-30.3	-10.4	0.8
CCN(CC)C(=O)C1CCCN(Cc2sccc2C)C1 (stereo not drawn)	1.16	-5.3	-0.9	1.7	6.5	-11.6	7.0	2.2
O=C(c1cnn(C(=O)COc2ccc(Cl)cc2)c1)c1ccccc1O	0.814	-10.1	4.8	0.1	-18.7	3.3	56.1*	0.3
Nn1c(SCC(=O)NC2CCS(=O)(=O)C2)nnc1-c1cccs1 (stereo not drawn)	1.23	10.4	-1.6	2.4	12.6	-12.3	4.2	-3.6
Cc1ccc(NC(=S)NC2CC3CCC(C2)N3Cc2ccco2)cc1C (stereo not drawn)	1.19	-4.1	0.1	-0.6	6.2	-48.1	2.0	-3.3

Bioassay records deposited in PubChem BioAssay by Sanford-Burnham Center for Chemical Genomics.
